# Screening results from PubChem BioAssay.
# NS5 inhibitors: Dengue-2 NS5 methyltransferase inhibitors, primary screen, biochemical, confirmation dose response (AID 588689); Dengue-2 NS5 methyltransferase capping enzyme assay, biochemical; higher % means a stronger effect; hit rate 0.3% among 340,000; inhibition, % at 25 µM; hits with a dose series show IC50 in µM; in the data active = a potency from the dose series; inconclusive = inhibition above about 29% without an active follow-up result
# K1F lysis inhibition: inhibition of K1F phage lysis, E. coli UTI89, bacterial capsule biogenesis inhibitors, alamar blue (AID 488966); E. coli UTI89 K1F phage lysis, alamar blue, 2 h; higher % means a stronger effect; one-dose inhibition, % at 100 µM; IC50 in µM for titrated hits; hit rate 0.02% among 340,000;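 active = phage lysis inhibition, versus mean bacterial control, above a set limit; inconclusive = no clear call, values can overlap the other calls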;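 also: capsule biogenesis inhibitors block K1F phage lysis so surviving cells raise fluorescence; higher fluorescence means more inhibition of phage lysis; actives were called in the ten point dose series up to 300 µM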
# Large T inhibition: SV40 large T antigen inhibitors, biochemical (AID 1903); hit rate 0.39% among 310,000; SV40 large T antigen ATPase/helicase inhibition assay; higher % means a stronger effect; inhibition, % at 20 µM; hits with a dose series show IC50 in µM; in the data active = a potency from the dose series; inconclusive = inhibition mostly from about 32% at the one dose, without a potency; inactive = the rest, 99 in 100 with inhibition below about 32%; also: strong numbers were not always called active
# Salmonella PhoP GFP: inhibitors of PhoP regulon expression, primary screen, Salmonella Typhimurium, GFP reporter (AID 1863). inhibition, % at 50 µM; hits with a dose series show IC50 in µM. S. Typhimurium PhoP-regulated promoter GFP reporter, 4 h; higher % means a stronger effect. hit rate 0.16% among 300,000;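 active = inhibition over 29.93%, a cutoff 3 SD above the screen mean, later confirmed by dose response; inconclusive = inhibition over 29.93% but no dose response follow-up; inactive = inhibition at most 29.93% or unconfirmed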;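 also: 0% = low Mg2+ inducing control and 100% = high Mg2+ repressing control; strong numbers were not always called active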
# T cell modulator: modulators of CD8 T cell-vesicle binding, primary screen, mouse 2C CD8+ T cells, flow cytometry | 2C CD8+ T cell-vesicle binding; stronger effect = lower value | calls only at 7 µM | hit rate 0.068% among 330,000 | AID 2052, 2009;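 active = response, share of CD8 T cells binding vesicles, and their 90th percentile fluorescence all below set limits, cut at about 80% in these data, passing the limit was not always enough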
#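 material = purified 2C TCR transgenic mouse naive CD8+ T cells | controls = Unloaded micro-vesicles (low), QL9 vesicles with 0.7% DMSO (high) | detection = cytometric PE anti-B7-1 and Alexa647 anti-CD8 signals after 1% paraformaldehyde fixation | incubation = binding step 1.5 h, 37 °C, antibody labelling 20 min, ice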
# MgcRacGAP inhibition: MgcRacGAP GTPase-activating activity inhibitors, confirmation, biochemical, ADP Hunter fluorescence | Rac GTPase-activating protein 1 (Homo sapiens) | MgcRacGAP-stimulated Rac1 GTP hydrolysis, ADP Hunter fluorescence; higher % means a stronger effect; GST-tagged Rac1 F28L mutant substrate | inhibition, % at 30 µM; hits with a dose series show IC50 in µM | hit rate 0.6% among 340,000 | AID 624330, 2012;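 active = first-screen hits whose inhibition reached a set limit at any dose in the follow-up dose series; inconclusive = inhibition above the set first-screen limit but never retested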;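 also: fluorescence reports GDP produced by GAP-driven GTP hydrolysis; strong numbers were not always called active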
# NTR1 agonist: agonists of NTR1, primary screen, imaging, U2OS cells, beta-arrestin-GFP, high content (AID 493036); NTR1-U2OS beta-arrestin-GFP spot imaging, agonist mode; activation, % at 20 µM; hit rate 0.17% among 330,000;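 active = activation at or above 40% of the spot to cytoplasm intensity ratio, with at least 20 cells analyzed; inconclusive = wells under 20 cells, flagged as cytotoxic or low count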;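 also: 0% = DMSO without peptide and 100% = 100 nM NTR1 peptide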
# Target sequence (P30989 whole entry, looked up): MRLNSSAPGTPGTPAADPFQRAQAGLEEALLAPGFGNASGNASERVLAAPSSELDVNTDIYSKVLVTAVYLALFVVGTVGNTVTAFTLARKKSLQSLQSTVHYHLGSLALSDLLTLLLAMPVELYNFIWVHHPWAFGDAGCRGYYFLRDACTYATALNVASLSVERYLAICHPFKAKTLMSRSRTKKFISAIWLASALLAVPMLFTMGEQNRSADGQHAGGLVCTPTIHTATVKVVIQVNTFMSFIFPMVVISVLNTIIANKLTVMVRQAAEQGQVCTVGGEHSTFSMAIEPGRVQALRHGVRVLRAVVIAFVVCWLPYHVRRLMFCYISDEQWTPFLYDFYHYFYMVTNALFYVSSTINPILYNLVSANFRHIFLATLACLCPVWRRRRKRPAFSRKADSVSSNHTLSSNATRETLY
# West Nile virus CPE: West Nile virus antiviral activity, cell-based, CPE readout (AID 1621); West Nile virus-infected cells, CPE inhibition; higher % means a stronger effect; CPE inhibition, % at 10 µM, or IC50 in µM where a hit was titrated; hit rate 0.02% among 290,000; in the data active = a potency from the dose series; inconclusive = CPE inhibition mostly from about 3.7% at the one dose, without a potency; inactive = the rest, 99 in 100 with CPE inhibition below about 2.2%; also: strong numbers were not always called active
# RSV antiviral HEp-2: RSV antiviral activity via CPE protection, HEp-2 cells, primary 10 µM value included (AID 2391) | hit rate 0.13% among 310,000 | CPE inhibition, % at 10 µM, or IC50 in µM where a hit was titrated | HEp-2 cells, RSV-induced CPE inhibition; higher % means a stronger effect; in the data active = a potency from the dose series; inconclusive = CPE inhibition mostly from about 23% at the one dose, without a potency; inactive = the rest, 99 in 100 with CPE inhibition below about 21%; also: strong numbers were not always called active
# T cell modulator vesicle-bound %: second read-out of T cell modulator, no call of its own (marks repeat the call); double positive events, %; measured here: CD8+ vesicle-bound cell fraction;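 binding gate set so that unloaded-vesicle control wells show 10% double positive cells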
# NTR1 agonist cell count 20 µM: recorded beside NTR1 agonist, whose call it bears; cell count; measured here: cell count, cytotoxicity flag
# * marks the source's active call; other numbers are inactive results; i = inactive; ? = inconclusive; / = not tested or not shown; [ ] = dose if it differs, or a comment.
nr	SMILES	NS5 inhibitors	K1F lysis inhibition	Large T inhibition	Salmonella PhoP GFP	T cell modulator	T cell modulator vesicle-bound %	MgcRacGAP inhibition	NTR1 agonist	NTR1 agonist cell count 20 µM	West Nile virus CPE	RSV antiviral HEp-2
1	O=C(CSc1nc2[nH]ncc2c(=O)[nH]1)N1CCCCC1	-3%	-0.6%	10%	35%	i	54	2%	/	/	-0.2%	1.1%
2	CCNC(=O)COc1ccc2ccccc2c1	-3%	-0.3%	1%	-4%	i	19	5%	-0.3	90	-0.4%	0.2%
3	CC(=O)Oc1ccc(N(C(C)=O)S(=O)(=O)c2ccc3ccccc3c2)cc1Br	4%	-0.9%[50 µM]	8%	-5%	i	16	10%	4.0	81	-0.8%	?
4	O=C(Nc1ccc2c(c1)COC2=O)c1ccc(Cl)c(Cl)c1	7%	0.0%	7%	1%	i	66	6%	0.0	63	0.0%	11%
5	C/C(=N\NC(=O)CSc1nnc(C)s1)c1ccc(Cl)cc1	-7%	5.9%	-1%	0%	i	49	8%	-0.6	47	0.1%	0.0%
6	Cc1ccc(SCC(=O)OCC(=O)N(CC(C)C)c2c(N)n(Cc3ccccc3)c(=O)[nH]c2=O)cc1C	1%	0.7%[50 µM]	9%	9%	i	32	4%	0.1	57	/	-1.1%
7	COCCn1c(SCC(=O)N2CCc3ccccc3C2)nc2ccccc2c1=O	-4%	4.5%	-4%	2%	i	40	8%	-0.7	56	-1.4%	2.1%
8	S=c1nc(-c2cccc(Br)c2)[nH][nH]1	6%	-2.9%	4%	-5%	i	28	23%	-1.4	63	0.2%	3.6%
9	CCOc1ccc(CCNC(=O)Cn2c(=O)oc3ccccc32)cc1OCC	2%	0.2%	15%	7%	i	49	5%	2.7	63	0.2%	-0.6%
10	Cc1ccc(-c2cc(C(=O)N3CCN(c4ccc(O)cc4)CC3)c3ccccc3n2)cc1	-5%	-0.7%[50 µM]	/	/	i	50	88µM*	7.2	57	/	/
11	CC(C)c1ccc(NC(=O)c2cc(S(=O)(=O)NCC3COc4ccccc4O3)ccc2F)cc1 (centres undefined)	2%	-0.3%	17%	5%	i	33	-12%	34	39	2.9%	21%
12	OCCN(Cc1ccccc1)Cc1ccccc1O	0%	-1.3%	10%	-3%	i	67	19%	4.6	53	-0.4%	0.7%
13	Cc1ccc(Cc2nnc(SCC(=O)Nc3ccccc3)n(N)c2=O)cc1	-2%	0.3%[50 µM]	11%	-2%	i	28	3%	1.0	58	/	-0.6%
14	c1ccc(C(c2nnnn2C2CCCCC2)N2CCc3ccccc3C2)nc1 (centres undefined)	-2%	6.5%	6%	3%	i	4	7%	-0.1	54	0.1%	0.7%
15	Fc1ccccc1-c1nc2nc3ccccc3nc2n1CC1CCCO1 (centres undefined)	9%	-2.3%	11%	-3%	i	48	11%	-0.6	59	-0.5%	1.7%
16	CSc1ccccc1C(=O)NCCSc1ccccc1	0%	0.9%	-5%	3%	i	11	2%	0.1	58	-0.9%	1.6%
17	CC1=CC(C)C(CN(CCC[N+](C)(C)C)C(=O)Nc2ccccc2)C(C)C1 (centres undefined)	-2%	-0.2%	22%	-4%	i	28	3%	-0.4	54	0.3%	-0.5%
18	COc1cccc(NC2CC(=O)N(CCc3ccccc3)C2=O)c1 (centres undefined)	-3%	-0.2%	3%	6%	i	44	5%	0.9	55	0.0%	0.8%
19	O=C(c1sccc1-n1cccc1)N1CCCC1	-4%	-0.2%	18%	-3%	i	37	9%	3.1	47	0.3%	1.8%
20	O=C(OCC(=O)N1CCOCC1)c1ccc(Cl)cc1[N+](=O)[O-]	-7%	0.2%	2%	-8%	i	51	5%	-0.4	46	0.1%	0.7%
21	COc1ccc(N2C(=O)CCC(C(=O)NCc3cccnc3)C2c2ccc(OC)c(OC)c2)cc1 (centres undefined)	3%	2.2%	-7%	12%	i	12	7%	-0.8	95	0.0%	3.6%
22	Cc1nnc(SCCOc2ccccc2)s1	3%	-1.0%	9%	9%	i	35	1%	1.4	35	0.1%	-0.7%
23	CCCc1nnc(SCc2ccc(OCC)cc2)n1N	-10%	0.3%	12%	4%	i	41	-1%	0.4	61	/	1.4%
24	Cc1cc(C)c(S(=O)(=O)c2ccc(F)cc2C)c(=O)[nH]1	-3%	0.1%	-9%	23%	i	22	7%	-0.2	103	0.3%	0.1%
25	COc1ccccc1CNC(=O)COC(=O)/C=C/c1ccc2ccccc2n1	-9%	-0.1%	/	/	i	36	7%	1.9	47	/	/
26	COc1ccc(C)cc1-n1nnnc1SCC(=O)NC1CCCC1	-8%	1.4%[50 µM]	/	/	/	/	4%	0.0	66	/	/
27	Cc1ccc(C(=O)Nc2cnc3ccccn3c2=O)cc1	-4%	5.8%	2%	6%	i	32	6%	-1.3	58	1.3%	-0.1%
28	CC1CCC(NC(=O)C2CCN(c3nc4ccccc4s3)CC2)CC1 (centres undefined)	-4%	0.5%	5%	-5%	i	17	7%	0.0	72	-0.3%	6.1%
29	CC1=CC(C/C(C)=C/COc2ccc3ccc(=O)oc3c2)OC1=O (centres undefined)	-7%	0.3%	6%	-2%	i	24	0%	-0.8	97	-0.5%	2.5%
30	COc1cc(/C=C/C(=O)O)cc(S(=O)(=O)Nc2ccc(S(=O)(=O)N3CCCCC3)cc2)c1OC	-4%	1.0%[50 µM]	/	/	/	/	1%	1.1	62	/	/

# Compound profiles, from the list above. Order of screens: NS5 inhibitors, K1F lysis inhibition, Large T inhibition, Salmonella PhoP GFP, T cell modulator, T cell modulator vesicle-bound %, MgcRacGAP inhibition, NTR1 agonist, NTR1 agonist cell count 20 µM, West Nile virus CPE, RSV antiviral HEp-2
# Entry for `CC1CCC(NC(=O)C2CCN(c3nc4ccccc4s3)CC2)CC1` (centres undefined) : -4%, 0.5%, 5%, -5%, i, 17, 7%, 0.0, 72, -0.3%, 6.1%
# Entry for `COc1ccc(N2C(=O)CCC(C(=O)NCc3cccnc3)C2c2ccc(OC)c(OC)c2)cc1` (centres undefined) : 3%, 2.2%, -7%, 12%, i, 12, 7%, -0.8, 95, 0.0%, 3.6%
# Entry for `Cc1cc(C)c(S(=O)(=O)c2ccc(F)cc2C)c(=O)[nH]1` : -3%, 0.1%, -9%, 23%, i, 22, 7%, -0.2, 103, 0.3%, 0.1%
# Entry for `CC1=CC(C/C(C)=C/COc2ccc3ccc(=O)oc3c2)OC1=O` (centres undefined) : -7%, 0.3%, 6%, -2%, i, 24, 0%, -0.8, 97, -0.5%, 2.5%

# Next entries follow.
nr	SMILES	NS5 inhibitors	K1F lysis inhibition	Large T inhibition	Salmonella PhoP GFP	T cell modulator	T cell modulator vesicle-bound %	MgcRacGAP inhibition	NTR1 agonist	NTR1 agonist cell count 20 µM	West Nile virus CPE	RSV antiviral HEp-2
31	Fc1ccccc1Nc1nc(-c2ccncc2)nc2ccccc12	1%	0.3%	5%	15%	i	52	7%	4.6	74	-0.5%	3.2%
32	CC1(C)CC2CC(C)(CN2C(=O)Cc2ccccc2)C1 (centres undefined)	-1%	6.9%	5%	-5%	i	27	2%	0.0	88	-0.2%	0.3%
33	Cc1ccc(N=CC2=C(O)CC(C)(C)CC2=O)nc1	5%	1.5%	14%	17%	i	51	13%	0.3	40	0.5%	2.2%
34	Brc1ccc2nc(N3CCCC3)sc2c1	-8%	0.6%	-1%	-6%	i	49	4%	1.2	57	-1.1%	?
35	COc1ccc(NC(=O)CSc2nc(O)cc(=O)n2C)cc1	-3%	0.8%	17%	-4%	i	18	14%	-0.8	39	0.2%	1.5%
36	Cn1cccc1CC(=O)N/N=C/c1cccc([N+](=O)[O-])c1	-4%	-0.6%	7%	2%	i	58	4%	-0.7	52	-1.1%	4.9%
37	C=CCC(=O)OCCCCCCOc1ccc(C(=O)O)cc1	3%	1.9%	0%	8%	i	16	5%	1.2	91	0.1%	1.8%
38	CSc1nnnn1-c1c(C)cccc1C	-16%	0.3%	10%	-1%	i	38	3%	1.6	51	0.1%	1.6%
39	CCN(CC)S(=O)(=O)c1cccc(C(=O)N[C@H](C(=O)OCC(N)=O)C(C)C)c1	-5%	1.9%	5%	-12%	i	54	6%	0.7	54	0.0%	1.0%
40	O=C(Nc1cccnc1)c1sc(Nc2ccccc2F)nc1-c1ccccc1	-2%	0.0%	7%	-14%	i	1	2%	1.2	46	-1.4%	3.3%
41	O=[N+]([O-])c1cc([N+](=O)[O-])c(Oc2c(Cl)cccc2Cl)cc1NN1CCCCC1	7%	-0.4%	8%	-4%	i	16	5%	3.3	55	-0.6%	2.2%
42	COc1cc(C)ccc1NC(=O)Cc1csc(NC(=O)Nc2ccccc2OC)n1	1%	-0.3%[50 µM]	14%	-7%	i	43	1%	17	44	/	?
43	COc1ccccc1N1CCN(C(c2cc3cc(C)ccc3[nH]c2=O)c2nnnn2C2CCCC2)CC1 (centres undefined)	2%	0.8%	25%	-10%	i	32	7%	8.5	79	0.8%	1.7%
44	CCOc1ccc(-n2c(SCC(=O)Nc3ccc(OC)cc3)nc3c(c2=O)SCC3)cc1	-10%	0.3%	10%	-8%	i	56	2%	4.9	52	-0.1%	2.1%
45	COC(=O)c1cccc(C23CC4(C2)[C@H](CN(Cc2cccnc2)[C@@H]4c2ccccc2)C3c2ccccc2)c1 (some centres undefined)	-10%	0.6%	1%	-2%	i	6	5%	-4.7	79	-0.4%	0.2%
46	Cn1c(SCC(=O)NNC(=O)c2ccccc2Br)nnc1C(F)(F)F	-5%	0.9%[50 µM]	/	/	i	37	0%	-1.0	52	/	1.0%
47	COC(=O)C1C(=O)c2c([nH]c(C(=O)OC3CCCCCC3)c2C)CC1C (centres undefined)	6%	0.0%	5%	4%	i	33	0%	-2.5	55	0.3%	0.8%
48	CN(Cc1ccccc1)S(=O)(=O)c1nnc(NC(=O)c2ccc(F)cc2)s1	1%	0.0%	9%	-9%	i	23	4%	0.4	49	-0.3%	?
49	CSc1ccc(C(=O)C2CCCN(C(=O)c3cc(C)n(C)n3)C2)cc1 (centres undefined)	-4%	0.3%	8%	-7%	i	22	0%	0.6	45	-0.3%	2.2%
50	COc1cccc(C(=O)NCC(c2cccs2)N2CCOCC2)c1 (centres undefined)	-2%	0.4%[50 µM]	/	/	i	31	3%	-1.0	51	/	1.0%
